# From PubChem
# MBNL1-CUG inh – MBNL1-poly(CUG) RNA binding inhibition; TR-FRET MBNL1-His/biotin-(CUG)12 binding, 665/545 ratio; Potency, µM (doses to about 57.5 µM), without a hit: at the highest dose activity change, negative = inhibition, actives largely listed as inhibitors; 0.036% of 280,000 active; AID 2675; active = well fitted inhibition curve with a large enough effect in the signal ratio, with a control signal flat, not every such curve was filed as active; inconclusive = small, poorly fitted or top-dose-only effect, or effect the other way, or a change in a side signal; inactive = no such curve, though single readings can be large or run the other way; the % refers to the signal ratio; also: % is scaled to controls: 0 for no effect and ±100 for the full control effect
# Target sequence (Q9NR56 whole entry, looked up): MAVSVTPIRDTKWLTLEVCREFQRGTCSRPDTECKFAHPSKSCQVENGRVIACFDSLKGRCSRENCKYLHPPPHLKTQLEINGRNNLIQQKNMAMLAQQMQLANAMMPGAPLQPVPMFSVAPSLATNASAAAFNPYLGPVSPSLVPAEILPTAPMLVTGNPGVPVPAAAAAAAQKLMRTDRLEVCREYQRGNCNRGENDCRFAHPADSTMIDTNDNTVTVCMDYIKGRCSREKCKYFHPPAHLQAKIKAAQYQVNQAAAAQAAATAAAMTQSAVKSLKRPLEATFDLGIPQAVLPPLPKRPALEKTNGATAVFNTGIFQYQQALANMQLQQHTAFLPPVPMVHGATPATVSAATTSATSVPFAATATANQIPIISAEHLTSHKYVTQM
#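 MBNL1-His + Biotin-(CUG)12, cpd titration 92 nM–58 uM; Tb anti-His Ab 0.055 ng/ul, SA-XL665 5 nM (final); 60 min RT; ratiometric 665/545 nm, Ex 340 nm; normalized to buffer and full-complex controls.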
# Rab9 promoter act – activators of Rab9 promoter. Huh7 Rab9 promoter-luciferase reporter, luminescence, 24 h. Potency, µM (highest dose often 9.22 µM), without a hit: at the top dose activation, negative = inhibition, usual class: activators. 2.8% of 320,000 active. AID 485297; also: % of control where 0% means no effect; nearly all actives have a fitted effect of over 60% in size
#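 Luciferase signal after 10 min detection reagent at ambient indicates Rab9 promoter upregulation; stably transfected Huh7 cells were treated 24 h with compound in DMSO at 37 °C, 5% CO2.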
# NPC1 promoter act – activates the NPC1 promoter | Huh7 NPC1 promoter luciferase reporter, 24 h | Potency, µM (highest dose often 9.22 µM), without a hit: at the highest dose activation, actives largely listed as activators | 2.4% of 320,000 active | AID 485313;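 also: % of control where 0% means no effect; nearly all actives have a fitted effect of over 60% in size; reporter is driven by a mutant NPC1 promoter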
#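 In 1536-well qHTS, Huh7 cells harboring an NPC1 promoter–luciferase construct received compound for 24 h; activation was quantified by luminescence following luciferase reagent addition.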
# p53 reactivator – re-activators of mutant p53. Potency, µM (doses to about 92.2 µM), inactives show at the highest dose activity change, positive = activation, actives largely listed as activators. H1299 p53-A138V BP100-luciferase reporter, luminescence, 24 h. 0.063% of 320,000 active; also: % of control where 0% means no effect; nearly all actives have a fitted effect of over 45% in size
#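 H1299 (p53-null), stable ts p53-A138V + BP100-Luc; 1000 cells/well, Opti-MEM/10% FBS; cpd 4 pt, 1:5; 24 h, 37 deg C, 5% CO2; detection reagent 10 min RT; luminescence.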
# BRCA1 expr up – activators of BRCA1 expression | MCF7-BRCA1-FFLuc reporter, luminescence, 48 h; response scale: scaled: vehicle 0%, 10 µM genistein 100% | 1.1% of 380,000 active | Potency, µM (titrated, usually from 46.1 µM), without a hit: top-dose activation, most hits filed as activators | AID 624202; also: nearly all actives have a fitted effect of over 80% in size; some results filed as inactive show a strong effect at the top dose
#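 MCF7 cells carrying a BRCA1-firefly luciferase reporter (2000 cells/well, phenol-red free MEM) were attached for 2 h at 37 °C, then given compounds for 48 h. Luminescence was read 15 min after luciferase reagent; activity normalized to genistein (10 microM) and DMSO.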
# uPA surface inh – cell surface uPA generation inhibition; cell surface uPA generation assay, qHTS; Potency, µM (highest dose often 38.3 µM), inactives show top-dose activity change, negative = inhibition, most hits filed as inhibitors; 0.31% of 330,000 active; active = well fitted inhibition curve with a large enough effect; inconclusive = small, poorly fitted or top-dose-only effect; inactive = no such curve, though single readings can be large or run the other way; tested in mouse RAW 264.7 cells; also: % is scaled to controls: 0 for no effect and ±100 for the full control effect; nearly all actives have a fitted effect of over 55% in size
# RORg inh – inhibitors of mouse ROR gamma transcriptional activity; 5.4% of 310,000 active; Potency, µM (doses to about 53.6 µM), for inactives: top-dose activity change, negative = inhibition, actives largely listed as inhibitors; AID 2551; Drosophila S2 Gal4-RORgamma UAS-luciferase reporter, 20 h; P51450; also: % is scaled to controls: 0 for no effect and ±100 for the full control effect; nearly all actives have a fitted effect of over 60% in size
#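 Schneider cells (Drosophila), stable Gal4 DBD–ROR gamma + UAS-luc; 1 hr cmpd preincubation; Cu2+ induction 700 uM final; 20 hr ambient; luminescence.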
# FLuc modulator – firefly luciferase modulation, counter-screen for miR-21 project; 6.9% of 360,000 active; P08659; Potency, µM (series often up to 57.5 µM), without a hit: top-dose activity change, negative = inhibition, usual class: inhibitors; purified FLuc, Km substrates, luminescence inhibition;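 also: plate controls were vehicle for no effect and reference inhibitor for full effect; nearly all actives have a fitted effect of over 55% in size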
# Target sequence (P08659 whole entry, looked up): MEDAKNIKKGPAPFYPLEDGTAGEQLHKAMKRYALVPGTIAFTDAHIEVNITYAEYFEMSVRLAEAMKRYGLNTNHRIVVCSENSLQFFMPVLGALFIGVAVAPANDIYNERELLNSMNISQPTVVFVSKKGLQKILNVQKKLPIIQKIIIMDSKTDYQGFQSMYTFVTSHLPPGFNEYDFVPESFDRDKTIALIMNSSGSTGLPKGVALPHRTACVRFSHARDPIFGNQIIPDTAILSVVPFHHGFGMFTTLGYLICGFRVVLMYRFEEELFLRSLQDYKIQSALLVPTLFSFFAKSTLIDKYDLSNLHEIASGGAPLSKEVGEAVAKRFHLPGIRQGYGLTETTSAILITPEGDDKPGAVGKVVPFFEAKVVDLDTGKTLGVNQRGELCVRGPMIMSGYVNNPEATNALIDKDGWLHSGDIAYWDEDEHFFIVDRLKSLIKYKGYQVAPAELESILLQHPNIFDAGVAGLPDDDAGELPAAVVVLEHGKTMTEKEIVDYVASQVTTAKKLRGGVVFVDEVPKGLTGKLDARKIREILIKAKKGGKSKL
#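 Biochemical qHTS of compounds, final roughly 60 µM downward over six points, against 10 nM purified firefly luciferase using Km concentrations of substrates (10 uM D-luciferin, 10 uM ATP) in Tris acetate pH 7.5 buffer; luminescence output.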
# Gal4-VP16 FLuc – Gal4-VP16 reporter inhibition counter-screen; Drosophila S2 Gal4-VP16 UAS-luciferase, luminescence, 20 h; Potency, µM (doses to about 53.6 µM), for the others: at the highest dose activity, negative = inhibition, most hits filed as inhibitors; 3.5% of 310,000 active; AID 2546;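 also: Gal4-VP16 expression switched on by copper sulfate through the metallothionein promoter; % is scaled to controls: 0 for no effect and ±100 for the full control effect; nearly all actives have a fitted effect of over 50% in size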
# ELG1 genotoxic – induces genotoxicity in HEK293T cells with luciferase-tagged ELG1 | HEK293T ELG1-luciferase reporter, luminescence, 16 h | Potency, µM (top dose mostly 46 µM), for the others: at the highest dose activity change, positive = activation, hits mostly activators | 1.3% of 330,000 active; also: % of control where 0% means no effect; nearly all actives have a fitted effect of over 60% in size
#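 Luminescence read-out: rising ELG1-luciferase signal, reflecting elevated ELG1 protein under genetic stress, flags genotoxic compounds. Cells were treated for 16 hr at 37 °C before ONE-Glo detection.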
# Numbers without * were called inactive; ? = inconclusive; nt = not tested or not shown; & = joins results of further samples; [ ] = remark or other dose. Unless noted, calls follow the shape of the dose curve; as a rule, active = well fitted curve in the direction sought with a large enough effect; inconclusive = small, poorly fitted or top-dose-only effect, or another doubt; inactive = no such curve, though single readings can be large; an effect the other way counts as inactive or inconclusive. Potency is read from the fitted curve at half-maximal effect.
# A first look, 2 compounds:
Structure	MBNL1-CUG inh	Rab9 promoter act	NPC1 promoter act	p53 reactivator	BRCA1 expr up	uPA surface inh	RORg inh	FLuc modulator	Gal4-VP16 FLuc	ELG1 genotoxic
O=C(Nc1sc2c(c1C(=O)O)CCC2)c1ccccc1Cl	-24.7%	-0.7%	0.3%	3.2%	-29.7%	-3.7%	4.9%	?	-0.4%	-11.0%
CC(=O)n1cc(/C=N/NC(=O)c2sc(C)nc2C)c2ccccc21	?	?	-4.2%	-4.6%	-56.6%	-4.9%	14.1µM*	?	?	1.1%

# The listing, repeating the preview:
Structure	MBNL1-CUG inh	Rab9 promoter act	NPC1 promoter act	p53 reactivator	BRCA1 expr up	uPA surface inh	RORg inh	FLuc modulator	Gal4-VP16 FLuc	ELG1 genotoxic
O=C(Nc1sc2c(c1C(=O)O)CCC2)c1ccccc1Cl	-24.7%	-0.7%	0.3%	3.2%	-29.7%	-3.7%	4.9%	?	-0.4%	-11.0%
CC(=O)n1cc(/C=N/NC(=O)c2sc(C)nc2C)c2ccccc21	?	?	-4.2%	-4.6%	-56.6%	-4.9%	14.1µM*	?	?	1.1%
CC(=O)Nc1nc(-c2ccc(Cl)cc2)ns1	4.2%[11.5 µM]	3.98µM*	?	?	57.6%	1.5%	42.6%	10.7µM*	-6.5%	16.6%
COc1ccc(OC)c(Nc2cc(C)c3ccccc3n2)c1	2.4%	-15.5%	-25.7%	nt	-59.0%	-11.7%	1.6%	-28.0%	13.5%	-5.2%
O=C(CSc1ccc(-c2ccccn2)nn1)NCc1ccccc1	-16.1%	15.5%	-0.8%	-4.8%	12.8%	3.5%	-12.5%	-13.2%	-6.3%	2.5%
Cc1nn(CC(=O)NCc2cccnc2)c(=O)c2ccccc12	-2.6%	9.4%	-0.6%	8.2%	-2.6%	-3.2%	-6.6%	5.9%	-0.8%	-0.1%
CCCN(C(=O)C1CSC2(C)CCC(=O)N12)c1c(N)n(Cc2ccccc2)c(=O)[nH]c1=O (stereo not given)	nt	1.8%	0.9%	-4.1%	-9.8%	1.0%	nt	3.0%	nt	0.2%
CCCN(CC1CC1)S(=O)(=O)c1ccc(-n2cnnn2)c(OC)c1	-3.3%	2.1%	2.6%	7.2%	23.1%	nt	3.6%	1.7%	6.1%	-7.6%
CC(=O)c1ccc(NC(=O)CSc2nnc3ccc(-c4ccccn4)nn23)cc1	nt	-3.2%	1.4%	13.4%	0.7%	1.1%	nt	3.7%	nt	-2.6%
O=S1(=O)N=C2CCCN2C(c2ccc(F)cc2)N1 (stereo not given)	8.1%	4.4%	6.8%	-4.7%	-11.8%	-0.2%	7.5%	1.1%	1.0%	0.1%
Cc1ccc(S(=O)(=O)N2CCOCC2)cc1NC(=O)CSc1ncccn1	nt	-2.0%	-2.5%	8.5%	-11.9%	0.6%	nt	-2.3%	nt	1.5%
COCCn1c(SCC(=O)N(C)c2c(N)n(Cc3ccccc3)c(=O)[nH]c2=O)nnc1-c1cccc(C)c1	nt	0.9%	-4.7%	3.1%	14.0%	-0.7%	nt	4.5%	nt	0.8%
CCOCCCNC(=O)c1ccc(N(C)S(=O)(=O)c2ccc(OC)cc2)cc1	1.3%	-5.7%	-1.0%	-14.7%	11.8%	nt	12.9%	2.2%	-1.2%	-0.8%
COCCn1c(N)c(NCc2ccccc2)c(=O)n(CC(=O)Nc2cc(C)ccc2C)c1=O	4.2%	4.0%	-4.1%	-15.6%	-31.1%	-4.5%	2.9%	-0.3%	-6.1%	0.3%
COc1ccc(CCNC(=O)c2ccccc2OCc2ccccc2)cc1	-4.4%	18.7%	0.5%	-1.4%	-39.7%	-5.7%	23.0%	-12.9%	-2.9%	-21.9%

# The listing continues.
Structure	MBNL1-CUG inh	Rab9 promoter act	NPC1 promoter act	p53 reactivator	BRCA1 expr up	uPA surface inh	RORg inh	FLuc modulator	Gal4-VP16 FLuc	ELG1 genotoxic
CCn1c(N2CCN(S(=O)(=O)c3ccccc3)CC2)nc2ccccc21	-16.5%	-0.8%	-0.3%	nt	-25.3%	-0.4%	40.2%	-0.8%	-16.7%	-3.5%
c1ccc(-c2nn3cnnc3c3ccccc23)cc1	-0.9%	-0.1%	0.9%	-2.7%	-4.9%	-52.6%	-0.2%	-5.4%	14.7%	9.4%
CC(C)(C)C(=O)OCc1nc(-c2ccc(F)cc2)cs1	-0.4%	2.51µM*	?	11.2%	33.5%	1.2%	-0.2%	1.35µM*	2.0%	17.9%
C=CCN(C(=O)c1csnn1)C(C(=O)NC1CCCCC1)c1ccccc1F (stereo not given)	-4.2%	1.3%	-2.5%	4.0%	-13.1%	0.0%	-15.0%	0.0%	-6.1%	-3.2%
COc1ccccc1OCCSc1nc2ccccc2n1CC(N)=O	-5.6%	4.6%	-2.6%	2.0%	35.4%	7.3%	2.5%	15.1µM*	0.3%	3.2%
CCOc1cc(NC(=O)CC(C)C)c(OCC)cc1NC(=O)CCn1nnc2ccccc21	10.3%	1.9%	-3.0%	4.9%	2.4%	-2.2%	-0.8%	2.3%	-1.4%	-0.7%
N/C(=N\NC(=O)Nc1ccccc1)c1ccccn1	9.2%	24.4%	25.3%	15.3%	?	-0.8%	-9.0%	?	0.0%	15.6%
COc1ccccc1CN(Cc1cccnc1)S(=O)(=O)c1ccc(-n2cnnn2)c(OC)c1	-3.9%	-1.4%	-6.1%	-2.4%	-22.9%	-0.6%	15.3%	1.0%	-14.1%	-5.0%
COc1cccc(N2CCN(C(=O)c3ccc(CS(=O)Cc4ccc(C)cc4)o3)CC2)c1 (stereo not given)	1.0%	-2.6%	-0.8%	-9.1%	-11.5%	-2.2%	3.3%	-0.3%	-2.9%	-9.0%
CCCCNC(=O)c1cc2cc(OC)ccc2[nH]1	nt	7.0%	16.5%	3.5%	7.4%	2.7%	19.1%	?	24.0%	-4.2%
Cc1cnc(NC(=O)CN(C)S(=O)(=O)c2ccc(Cl)cc2)s1	-8.7%	2.2%	-1.0%	-1.5%	8.0%	-4.0%	-5.9%	0.5%	-8.4%	2.6%
CCCCCOC(=O)CC(C(=O)OCCCCC)N1CCCCC1 (stereo not given)	-11.5%	-2.4%	-0.9%	7.6%	-63.0%	7.9%	?	0.2%	?	-1.6%
Cc1cc(Nc2ccc(C)c(Cl)c2)nc(N2CCOCC2)n1	-0.7%	10.2%	21.9%	-3.3%	19.0%	3.1%	30.4%	-11.8%	-10.5%	1.3%
COc1ccc(N/N=C(\C#N)C(N)=O)cc1	?	-1.5%	9.3%	23.5%	11.8%	2.3%	14.8%	-16.8%	18.6%	9.2%
COc1cc2c(c(OC)c1OC)-c1ccc(N(C)CC(OC)OC)c(=O)cc1[C@@H](NC(C)=O)CC2	?	-29.9%	-18.0%	8.1%	-62.5%	-16.6%	-16.2%	-2.9%	0.4%	?

# Part of the list above with just BRCA1 expr up, Rab9 promoter act and p53 reactivator.
SMILES	BRCA1 expr up	Rab9 promoter act	p53 reactivator
COc1ccc(N/N=C(\C#N)C(N)=O)cc1	11.8%	-1.5%	23.5%
COc1cc2c(c(OC)c1OC)-c1ccc(N(C)CC(OC)OC)c(=O)cc1[C@@H](NC(C)=O)CC2	-62.5%	-29.9%	8.1%

# Next records
Structure	MBNL1-CUG inh	Rab9 promoter act	NPC1 promoter act	p53 reactivator	BRCA1 expr up	uPA surface inh	RORg inh	FLuc modulator	Gal4-VP16 FLuc	ELG1 genotoxic
COC(=O)c1sccc1NC(=O)/C=C\c1ccc(Cl)cc1Cl	-5.4%	3.98µM*	?	19.2%	-33.3%	4.4%	-8.3%	?	-3.0%	8.0%
Nc1ccc(N=Nc2ccccc2)c(N)n1	?	11.9%	26.4%	?	?	11.6%	?	16.9µM*	?	?
C/C(=N/NC(=O)CNC(=O)c1cccs1)c1ccc(Cl)cc1	1.3%	3.7%	-2.1%	-38.6%[inhibitor]	-0.6%	-7.3%	37.2%	5.5%	-9.8%	1.7%
Cn1cc(S(=O)(=O)CC(=O)Nc2ccc3c(c2)OCO3)c2ccccc21	10.8%	1.2%	0.2%	-3.0%	6.3%	7.6%	20.5%	-4.9%	-3.2%	-2.5%
C=C1CN(Cc2ccccc2)S(=O)(=O)c2ccccc21	10.5%	10.7%	-8.7%	-2.1%	3.9%	-64.4%	2.7%&11.0%&-5.0%	2.0%	2.9%&5.1%&0.2%	0.6%
Nn1c(Cc2cccc3ccccc23)nnc1SCCOc1ccc(Br)cc1	nt	-0.6%	-0.4%	0.7%	-58.4%	-1.7%	?	11.0%	?	-1.3%
Brc1ccc(OCc2cn3ccccc3n2)cc1	3.5%	0.631µM*	1.58µM*	-3.6%	?	-11.9%	10µM*	2.69µM*	-4.3%	?
COc1ccccc1Nc1nc(-c2sc(NC(=O)C(C)(C)C)nc2C)cs1	55.4%[activator]	-10.1%	-9.4%	17.4%	-53.9%	5.62µM*	?	?	6.31µM*	-8.0%
CN(c1ccccc1)S(=O)(=O)c1ccc(-c2ccccc2)cc1	-2.1%	6.8%	-4.2%	nt	-57.3%	-26.3%	27.6%	-11.8%	-0.1%	-3.7%
CCS(=O)(=O)Nc1cccc(C2=NN(S(=O)(=O)c3ccccc3)C(c3cccs3)C2)c1 (stereo not given)	-2.7%	2.8%	0.3%	1.3%	-24.5%	nt	26.0%	9.0%	-5.2%	-5.0%
